Assay outcomes from PubChem.
MRP-1 activ – H69AR viability gain despite doxorubicin, primary screen, MRP-1 activator project, H69AR cells, CellTiter-Glo; viability increase, % at 10 µM; 140,000 compounds, 0.61% hits; viability rescue;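 active = viability gain under doxorubicin at or above a set limit, the compound median plus 3 SD, cut at about 4.7% in these data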;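 also: MRP-1 overexpressing cells given doxorubicin 25 µM after compound pretreatment; 18-22 h compound pretreatment then 72 h with doxorubicin before readout; 0% = doxorubicin-only wells and 100% = vehicle-treated cells without doxorubicin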
NPY-Y2 antag – NPY-Y2 receptor antagonists, primary screen, cell-based. Neuropeptide Y receptor type 2 (Homo sapiens), P49146. NPY-Y2 expressing cells, antagonist mode. inhibition, % at 2.7 µM. 140,000 compounds, 0.99% hits. AID 793, 2007; in the data active = inhibition above about 17%;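 also: 0% = vehicle with agonist challenge and 100% = reference antagonist with challenge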
Target sequence (P49146 whole entry, looked up): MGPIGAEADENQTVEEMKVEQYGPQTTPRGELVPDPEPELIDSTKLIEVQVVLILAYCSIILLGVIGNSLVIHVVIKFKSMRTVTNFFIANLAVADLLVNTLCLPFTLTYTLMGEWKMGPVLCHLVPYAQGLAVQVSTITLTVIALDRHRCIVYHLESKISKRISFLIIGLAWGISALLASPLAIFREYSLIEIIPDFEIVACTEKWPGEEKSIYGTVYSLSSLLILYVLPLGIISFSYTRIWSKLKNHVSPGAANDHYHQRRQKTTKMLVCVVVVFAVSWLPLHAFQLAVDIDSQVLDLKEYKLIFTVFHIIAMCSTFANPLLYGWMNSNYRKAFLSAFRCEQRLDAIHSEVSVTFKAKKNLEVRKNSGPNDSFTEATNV
BB579 growth dn – growth inhibitors of yeast BB579 in restrictive medium, primary screen, yeast lifespan-shortening project, S. cerevisiae; OD615, 48 h; inhibition, % at 10 µM; 140,000 compounds, 0.51% hits;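 active = inhibition above a set limit, 3 SD over the mean compound inhibition, cut at about 44% in these data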; also: inactives centre near -24
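test system = yeast BB579 (DeaD) | buffer or medium = restrictive CSMM-D medium | doses = single compound dose of 10 µM, 0.25% DMSO final | times = 4 h preincubation and 48 h exposure at 30 °C | technique = culture absorbance at 615 nm | benchmarks = amphotericin B 10 µg/mL, positive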
Phagocytosis inh – inhibitors of macrophage phagocytosis, primary screen, imaging, J774A.1 cells, IgG beads; inhibition, % at 5 µM; 110,000 compounds, 0.07% hits; J774A.1 macrophage IgG-bead phagocytosis; AID 1029, 2008;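 active = inhibition above the mean of the plate negative controls plus 5 SD, cut at about 13% in these data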;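 also: phagocytic index as fraction of beads internalized from green versus red external bead signal; plate controls were DMSO negative control for no effect and cytochalasin-D positive control for full effect; some results beyond the cut were filed as inactive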
Yeast life ext – compounds extending yeast replicative lifespan, primary screen, S. cerevisiae, OD615. S. cerevisiae growth with nicotinamide; deaD strain in restrictive glucose medium. inhibition of the nicotinamide effect, % at 10 µM. 130,000 compounds, 0.68% hits. AID 775, 2007;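 active = inhibition above a set limit, placed 3 SD over the median of all compounds, cut at about 26% in these data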;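 also: 0% = nicotinamide-treated wells and 100% = cells grown without nicotinamide; some compounds called inactive have numbers as strong as hits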
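Test system: DeaD-strain S. cerevisiae / Buffer or medium: restrictive glucose medium / Also added: nicotinamide 1.5 mM / Doses: one concentration, 10 µM, DMSO 0.25% / Schedule: 48 h at 30 °C / Signal: OD615 measurement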
GALR2 antag – GALR2 antagonists in receptor-expressing cells, primary screen. AID 828, 2007. Galanin receptor type 2 (Homo sapiens), O43603. 140,000 compounds, 0.39% hits. antagonist mode. inhibition, % at 4 µM; in the data active = inhibition above about 27%;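 also: cells stimulated with galanin 1-16 at roughly its EC80; 0% = agonist challenge control and 100% = basal control without agonist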
Target sequence (O43603 whole entry, looked up): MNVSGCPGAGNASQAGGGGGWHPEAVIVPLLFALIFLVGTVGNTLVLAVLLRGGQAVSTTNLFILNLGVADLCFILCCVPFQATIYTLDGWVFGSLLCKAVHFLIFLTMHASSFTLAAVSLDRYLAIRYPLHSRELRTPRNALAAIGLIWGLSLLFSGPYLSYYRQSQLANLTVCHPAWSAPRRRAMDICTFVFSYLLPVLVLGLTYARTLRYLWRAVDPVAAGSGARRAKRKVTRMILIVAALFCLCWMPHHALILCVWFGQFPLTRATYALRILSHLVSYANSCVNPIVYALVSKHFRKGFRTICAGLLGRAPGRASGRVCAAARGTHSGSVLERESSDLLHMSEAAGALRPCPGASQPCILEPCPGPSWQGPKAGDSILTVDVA
Measles CPE – compounds protecting cells from measles virus cytopathic effect, primary screen, measles RdRp inhibitor project, single point, MLSMR library, absorbance; Measles virus-infected cells, CPE protection; protection (pct of control), % at 4 µM; 140,000 compounds, 1.5% hits; AID 841, 2007; in the data active = protection mostly above about 24%, no sharp cut-off; inactive = mostly below about 26%; also: some compounds called inactive have numbers as strong as hits
E-sel TNF inh – E-selectin induction blockers in HUVEC – imaging, immunofluorescence, high content, primary screen | HUVEC TNFa-induced E-selectin immunofluorescence | inhibition, % at 2 µM | 120,000 compounds, 0.71% hits | AID 1246, 2008;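 active = inhibition above the batch mean plus 3 SD, and confirmed as a hit on visual image review, cut at about 43% in these data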;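 also: 0% = TNF-stimulated DMSO wells and 100% = unstimulated control wells; not every result past the cut was called active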
HCT116 PTEN-null – growth suppression of PTEN-null HCT116, primary screen, cell-based, CellTiter-Glo; HCT116 PTEN-null viability, 60 h; active compounds read low; viability, % at 10 µM; 140,000 compounds, 1.2% hits;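 active = viability at or below a set limit, 4 SD under the median of all tested compounds, cut at about 3.7% in these data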;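 also: PTEN knockout HCT116 line with beta catenin targeted HCT116 as companion control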
bCat KO growth – primary screen for growth suppressors in beta-catenin knockout HCT116 cells (colon tumor, human); 140,000 compounds, 1.5% hits; HCT116 beta-catenin knockout viability, CellTiter-Glo, 60 h; active compounds read low; viability, % at 10 µM;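 active = viability at or under a set limit, the compound median less 4 SD, cut at about 6% in these data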;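 also: 0% = Hyamine 1622 control at 20 µM and 100% = untreated cell control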
* hit, by the source's call; · = not tested or not shown.

molecule	Yeast life ext	MRP-1 activ	BB579 growth dn	HCT116 PTEN-null	Measles CPE	NPY-Y2 antag	bCat KO growth	E-sel TNF inh	GALR2 antag	Phagocytosis inh
Cc1ccc2c(c1)N(CCC(=O)NCCCOC(C)C)C(=O)C(C)O2 (stereo unspecified)	-13.1	-1.6	-27.4	94.4	4.1	-1.4	94.3	-4.0	2.4	·
Cc1ccc(C)c2c1cc(C)c1nnc(SCC(=O)c3cccs3)n12	-3.4	-2.2	-15.1	78.1	10.9	4.5	73.4	·	-3.1	-5.6
COc1ccc(-c2ccc(-c3nnc(Cc4ccc(OC)c(OC)c4)o3)cc2)cc1	-12.2	-4.2	-49.8	99.9	6.4	3.4	94.0	2.3	1.6	1.0
CS(=O)(=O)N1CCC(C(=O)Nc2cc(C(F)(F)F)ccc2Cl)CC1	-23.2	-1.8	-25.8	75.2	4.5	-0.2	88.5	-26.7	-7.8	-0.7
COc1ccc(OCC(=O)Nc2cc(-c3nn4c(C)nnc4s3)ccc2C)cc1	-11.6	-0.6	11.4	88.2	7.5	0.8	95.7	14.6	7.7	-0.7
CN1c2ccccc2-c2nc3ccccc3n2C1c1ccncc1 (stereo unspecified)	-4.4	-0.3	-16.8	92.8	16.7	-0.9	93.3	·	-19.3	-1.0
CN(Cc1ccccc1)S(=O)(=O)c1cccs1	0.9	0.0	-44.8	94.4	10.2	3.0	98.3	12.3	4.2	1.1
Cc1ccc(S(=O)(=O)N(C)c2ccccc2C(=O)NC2CCCC2)cc1	4.8	-0.2	-20.1	92.2	8.8	5.2	85.0	-17.0	7.1	-2.3
COc1cc(C)nc(NS(=O)(=O)c2ccc(C)cc2)n1	-1.5	-0.4	-74.8	98.2	0.2	0.0	94.7	-4.6	-5.8	-0.8
CN(Cc1ccc(OC(F)F)cc1)C(=O)c1ccc2nccnc2c1	-16.2	-0.1	-29.2	102.2	3.6	1.2	100.8	8.7	0.4	-1.1
Cc1cccc(NC(=O)CCc2ccc(S(=O)(=O)NC3CCCCC3)cc2)c1	-4.2	-0.6	-18.0	98.5	10.5	1.1	93.6	13.4	6.3	-0.5
COc1cc2c3c(c1OC)C1(C=CC(=O)C=C1)CC3N(C(=O)c1ccccc1)CC2 (stereo unspecified)	-18.3	-5.0	-6.5	78.6	24.3	3.4	69.7	30.6	-17.8	·
Cc1cc(Cl)cc(Br)c1OCCNCC(C)O (stereo unspecified)	-16.8	-3.8	-23.6	90.5	4.9	2.1	98.7	-5.4	4.3	174.1*
CC(=O)NC(Cc1cccc(C)c1)C(=O)NC1CCN(C(=O)c2ccc([N+](=O)[O-])cc2)CC1 (stereo unspecified)	-4.4	-1.0	1.2	81.3	6.7	2.5	88.8	·	5.6	0.3
COc1ccc(OC)c(N=C2C(=O)Nc3ccccc32)c1	-4.9	-1.6	-27.5	95.3	17.0	-1.1	95.7	·	-3.5	-2.3
COc1nc(OC/C(N)=N/O)nc(N2CCOCC2)n1	-3.8	-2.3	0.9	87.5	0.6	1.1	90.3	-21.2	6.5	-2.6
CCOc1ccc(NC(=O)C2CCN(S(=O)(=O)c3cccnc3)CC2)cc1	-7.1	-0.5	-37.9	93.2	18.5	1.0	95.9	-5.8	1.2	0.0
NC(=O)COC(=O)c1cccc(NS(=O)(=O)/C=C/c2ccccc2)c1	-5.1	-2.4	-3.1	96.2	10.2	-0.2	88.7	18.2	-4.7	-16.1
O=C(CCCc1ccccc1)N1CCc2ccccc21	-24.7	-2.7	-9.2	81.8	7.4	4.3	93.0	-3.0	-4.4	-1.6
COc1ccc(CCNc2c(N)n(Cc3ccccc3)c(=O)[nH]c2=O)cc1OC	-12.9	-1.4	-44.3	110.1	13.0	1.1	98.7	3.2	-5.0	-1.1
CCCc1nc(SCC(=O)NCc2ccco2)c2c(=O)n(C)c(=O)n(C)c2n1	-2.7	-4.1	-42.9	57.2	0.8	1.9	67.2	·	-2.2	-1.6
NC(=O)C[C@@H]1NC(=O)[C@H](CCC(=O)O)NC(=O)c2cc([N+](=O)[O-])cc(I)c2OCC[C@@H](C(N)=O)NC1=O	16.5	-0.2	-20.2	104.0	2.6	1.7	99.2	-34.1	-0.7	·
CCC1C/C(=C/c2cccs2)C(=O)/C(=C/c2cccs2)C1 (stereo unspecified)	-2.6	-3.0	-40.9	71.2	6.9	0.0	74.5	10.6	4.4	-6.3
CCCCCCC(C)n1cc(C(C)=O)c(=O)n(C)c1=O (stereo unspecified)	5.9	-0.6	-55.4	92.0	12.2	0.7	89.1	-18.3	4.8	-0.8
Cc1cc(C(=O)NNC(=S)NCc2ccccc2)cs1	9.1	-1.6	3.2	96.0	4.7	6.1	92.7	0.6	-2.1	-1.9
O=C(COc1ccc(Cl)cc1Cl)NC1CCSC1=O (stereo unspecified)	-12.6	2.3	-17.8	101.1	7.6	0.2	83.5	-25.4	-0.5	-2.4
CCC(=O)Nc1cccc(-c2nnc(SCC(=O)c3ccccc3)n2C)c1	-2.6	-4.0	-39.7	92.7	17.8	2.7	95.5	·	-0.2	-1.3
COc1ccc(C(=O)Nn2c(C3CCC3)nc3ccccc3c2=O)c(OC)c1	-5.0	-3.2	-30.5	91.0	9.4	3.0	96.4	-7.2	3.4	·
Cc1cccc(NC(=S)N=Nc2c(O)n(CN3CCOCC3)c3ccccc23)c1C	-0.6	-5.1	10.0	13.8	·	0.7	21.8	·	1.8	·
O=C(CC(c1ccccc1)c1cc(Br)ccc1O)NCc1ccco1 (stereo unspecified)	-13.1	-4.9	-45.8	41.5	5.9	1.1	41.5	-4.6	-2.9	-0.7
CS(=O)(=O)N(CC(=O)N1CCN(c2ccccc2F)CC1)c1cccc(C(F)(F)F)c1	-3.3	-1.3	23.8	75.1	5.5	5.0	88.9	·	-12.0	-1.8
O=C(CN1CCN(c2nc(-c3ccccc3)cs2)CC1)Nc1ccc2c(c1)OCO2	-15.6	-1.1	-31.0	81.4	9.3	12.8	88.8	-3.2	-5.3	-3.7

A different layout for 4 compounds above:
Fields: Yeast life ext	MRP-1 activ	BB579 growth dn	HCT116 PTEN-null	Measles CPE	NPY-Y2 antag	bCat KO growth	E-sel TNF inh	GALR2 antag	Phagocytosis inh
- COc1ccc(C(=O)Nn2c(C3CCC3)nc3ccccc3c2=O)c(OC)c1
 : -5.0	-3.2	-30.5	91.0	9.4	3.0	96.4	-7.2	3.4	·
- O=C(CN1CCN(c2nc(-c3ccccc3)cs2)CC1)Nc1ccc2c(c1)OCO2
 : -15.6	-1.1	-31.0	81.4	9.3	12.8	88.8	-3.2	-5.3	-3.7
- O=C(COc1ccc(Cl)cc1Cl)NC1CCSC1=O (stereo unspecified)
 : -12.6	2.3	-17.8	101.1	7.6	0.2	83.5	-25.4	-0.5	-2.4
- Cc1cccc(NC(=S)N=Nc2c(O)n(CN3CCOCC3)c3ccccc23)c1C
 : -0.6	-5.1	10.0	13.8	·	0.7	21.8	·	1.8	·

More compounds:
molecule	Yeast life ext	MRP-1 activ	BB579 growth dn	HCT116 PTEN-null	Measles CPE	NPY-Y2 antag	bCat KO growth	E-sel TNF inh	GALR2 antag	Phagocytosis inh
CCOc1cc(S(=O)(=O)NCc2ccco2)c(OCC)cc1-n1cnnn1	-18.5	-3.2	-26.5	108.5	0.6	1.8	98.6	·	-0.8	1.4
CCOC(=O)C1CCCN(Cc2cccc(Cl)c2)C1 (stereo unspecified)	·	0.6	-4.4	98.8	1.8	2.4	87.9	-21.1	0.3	·
CN1CCN(C(=O)c2cccc(S(=O)(=O)N3CCCCC3)c2)CC1	-5.6	-0.1	-11.9	104.5	20.4	1.3	98.5	·	-1.1	-0.3
Cc1ccccc1NC(=O)c1ccccc1NC(=O)CCC(=O)O	4.4	-1.6	-22.6	91.0	6.5	-1.6	90.3	·	4.5	-5.0
CCOC(=O)C1=C(C)N(CCCC(=O)O)C(=O)NC1c1ccccc1OS(=O)(=O)c1ccc(C)cc1 (stereo unspecified)	-0.6	-0.9	-5.2	94.1	18.6	3.2	99.4	-21.5	1.8	·
O=C1OCC2=C1C(c1ccc(F)cc1)Sc1ccccc1N2 (stereo unspecified)	-6.1	-3.8	-19.9	63.7	40.7	-3.0	76.8	7.8	4.8	1.2
COc1ccccc1C(=O)NCc1ccc2c(c1)OCO2	-17.8	0.1	-30.6	91.0	0.3	0.2	99.2	-21.6	6.1	-1.1
O=C(COC(=O)c1ccccc1Nc1ccccc1)c1ccccc1	-11.8	0.0	-5.6	57.9	6.6	3.5	71.7	-13.8	-8.0	·
CCOCCCNS(=O)(=O)c1ccc(OC)c(Cl)c1Cl	·	-1.4	-33.3	95.2	4.5	4.2	91.6	-24.9	-6.8	·
O=C1CCCC(O)=C1C(C#Cc1ccccc1)C1=C(O)CCCC1=O	-5.4	-0.1	-31.8	107.3	23.8	2.4	99.8	-26.4	10.4	0.8
O=C(C1CCCN1S(=O)(=O)c1cccc2cccnc12)N1CCc2ccccc21 (stereo unspecified)	-1.5	-1.5	-3.6	80.3	14.3	-0.7	76.3	13.7	-2.3	-0.4
Cc1c(Cc2ccccc2)sc(NC(=O)c2ccco2)c1C(N)=O	·	-0.4	-3.5	85.7	12.9	4.5	98.8	-1.1	1.5	·
